SUMO Mot1 rescue – yeast Mot1-301 growth rescue at high temperature, primary screen, SUMOylation pathway inhibitor project, S. cerevisiae, ATP luminescence, 38.5C | S. cerevisiae Mot1-301 growth rescue; percent above DMSO median, 100 means doubled | growth rescue, % at 18.8 µM | hit rate 1% among 320,000;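 active = every valid replicate shows activation above 250% relative to neutral control wells; inactive = the rest, any valid replicate at or below 250%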;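 also: OY570 slx delta 5 strain wells were the positive control but not used for scaling; some compounds called inactive have numbers as strong as hits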
PKA-R1A act – activators of PKA-R1A holoenzyme, primary screen, biochemical, fluorescence polarization, Cy5-IP20, bovine R1A, mouse PKAc | activation, % at 11.4 µM | PKA-R1A dissociation; scaled: DMSO 0%, 113 µM cGMP 100% | hit rate 0.083% among 340,000 | cAMP-dependent protein kinase type I-alpha regulatory subunit (Bos taurus) + …;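 active = percent activation above the mean of all tested compounds plus 3 SD, cut at about 19% in these data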;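 also: higher means more PKAc released from R1A so a rise in polarization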
Pemphigus Ab inh – inhibitors of pemphigus antibody binding to DSG3, primary screen, biochemical, bead-based, flow cytometry, scFv-GFP. Desmoglein-3 (Homo sapiens), P32926. DSG3-coupled beads, scFv-anti-DSG3-GFP binding; stronger effect = lower value. binding (percent of control), % at 10 µM. hit rate 0.48% among 310,000;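 active = binding more than 3 SD below its plate's average and above zero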; also: some compounds called inactive have numbers as strong as hits
E coli growth – E. coli V3065 growth inhibition, primary screen, counter-screen for AddAB inhibitor project, absorbance, OD600. 18 h. inhibition, % at 11.9 µM. hit rate 0.27% among 330,000. AID 449728, 2010;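 active = inhibition above the campaign's mean inhibition across all tested compounds plus 3 SD, cut at about 9.9% in these data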;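 also: uninfected addAB+ strain grown without phage in ampicillin broth; 0% = DMSO wells and 100% = ciprofloxacin 0.95 µg/ml wells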
OPRM1-OPRD1 inv – inverse agonists of MOR-DOR heterodimerization, primary screen, cell-based, luminescence; Mu-type opioid receptor (Homo sapiens) + Delta-type opioid receptor (Homo sapiens), …; cell-based MOR-DOR heterodimer luminescence, inverse agonism; inhibition, % at 9.3 µM; hit rate 0.21% among 340,000; in the data active = inhibition above about 22%, passing the limit was not always enough;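 also: 0% = cells with DMSO and 100% = wells without cells with DMSO; values of inactives mirror those of a sister screen read the other way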
Target sequence (P35372 whole entry, looked up): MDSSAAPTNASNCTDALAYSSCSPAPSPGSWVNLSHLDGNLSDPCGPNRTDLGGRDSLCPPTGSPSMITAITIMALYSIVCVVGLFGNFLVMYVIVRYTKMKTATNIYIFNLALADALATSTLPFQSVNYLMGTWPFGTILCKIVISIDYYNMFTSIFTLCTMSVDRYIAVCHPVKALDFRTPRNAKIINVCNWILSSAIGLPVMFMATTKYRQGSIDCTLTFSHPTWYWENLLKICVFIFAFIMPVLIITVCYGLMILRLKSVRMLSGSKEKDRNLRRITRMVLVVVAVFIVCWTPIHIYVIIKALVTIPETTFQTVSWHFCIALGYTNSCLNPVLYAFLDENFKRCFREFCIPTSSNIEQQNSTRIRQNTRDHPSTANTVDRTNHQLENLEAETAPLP
Target sequence (P41143 whole entry, looked up): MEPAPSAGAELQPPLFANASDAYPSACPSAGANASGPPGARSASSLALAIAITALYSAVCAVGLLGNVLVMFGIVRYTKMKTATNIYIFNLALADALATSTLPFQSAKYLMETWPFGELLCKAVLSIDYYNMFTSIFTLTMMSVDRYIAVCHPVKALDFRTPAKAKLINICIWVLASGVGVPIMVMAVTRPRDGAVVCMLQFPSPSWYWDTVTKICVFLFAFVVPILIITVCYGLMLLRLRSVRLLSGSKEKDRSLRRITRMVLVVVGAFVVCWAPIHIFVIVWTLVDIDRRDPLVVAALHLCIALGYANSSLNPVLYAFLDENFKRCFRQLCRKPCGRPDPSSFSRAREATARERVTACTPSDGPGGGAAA
PfHsp90 yeast 2 – growth inhibition of PfHsp90-expressing yeast, primary screen, antimalarial PfHsp90 inhibitor project, S. cerevisiae, BacTiter-Glo luminescence, single point, set 2; inhibition, % at 9.4 µM; BacTiter-Glo ATP, 48 h; yeast lacking PDR1 and PDR3 efflux regulators; hit rate 0.32% among 310,000;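 active = every replicate shows inhibition above about 80%, whatever the replicate mean, limit read from the data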;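 also: 0% = DMSO neutral controls and 100% = 20 µM radicicol positive controls; yeast relying on Plasmodium falciparum Hsp90 in place of its own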
phage Ecoli inh – growth loss of phage-infected E. coli, primary screen, RecBCD inhibitor project, absorbance, with phage, HTS | inhibition, % at 11.9 µM | hit rate 0.26% among 360,000; in the data active = inhibition above about 11%
HTR5A inv ctr – HTR5A inverse agonists in luminescence cell assay, primary screen, counter-screen for OPRM1-OPRD1 heterodimer inverse agonist project, full-deck HTS | 5-hydroxytryptamine receptor 5A (Homo sapiens), P47898 | AID 504634, 2011 | HTR5A cell line, inverse agonism | inhibition, % at 9.3 µM | hit rate 0.083% among 340,000; in the data active = inhibition mostly above about 23%, no sharp cut-off; inactive = mostly below about 18%;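 also: 0% = cells with DMSO and 100% = no-cell wells with DMSO; some compounds called inactive have numbers as strong as hits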
OPRM1-OPRD1 ag – agonists of OPRM1-OPRD1 heterodimerization, primary screen, cell-based, luminescence. AID 504326, 2011. cells. Mu-type opioid receptor (Homo sapiens) + Delta-type opioid receptor (Homo sapiens), …. activation, % at 9.3 µM. hit rate 0.3% among 340,000; in the data active = activation above about 18%;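 also: 0% = vehicle-treated cells and 100% = reference agonist; values of inactives mirror those of a sister screen read the other way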
HTR5A ag – HTR5A agonists in luminescence cell assay, primary screen, counter-screen for OPRM1-OPRD1 heterodimer agonist project, full-deck HTS | AID 504692, 2011 | cell-based | hit rate 0.61% among 340,000 | 5-hydroxytryptamine receptor 5A (Homo sapiens), P47898 | activation, % at 9.3 µM; in the data active = activation mostly above about 9.5%, no sharp cut-off; inactive = mostly below about 7.6%;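 also: 0% = cells with vehicle only and 100% = reference agonist; strong numbers were not always called active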
AddAB inh – growth inhibition of E. coli expressing H. pylori AddAB, primary screen, AddAB inhibitor project, absorbance. inhibition, % at 11.9 µM. hit rate 0.29% among 330,000; in the data active = inhibition above about 12%;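 also: 0% = vehicle wells of infected cells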
* = called active by the depositor; i = inactive; · = no result given. Hits appear at their usual frequency; 3.2% or so of the library scored in one or more.

Each structure is followed by: SUMO Mot1 rescue	PKA-R1A act	Pemphigus Ab inh	E coli growth	OPRM1-OPRD1 inv	PfHsp90 yeast 2	phage Ecoli inh	HTR5A inv ctr	OPRM1-OPRD1 ag	HTR5A ag	AddAB inh
1	COc1ccc(N2CCN(S(=O)(=O)CCNC(=O)COc3ccccc3C)CC2)cc1
 : 11	-3	97	0.8	-4	10	-0.6	-17	0.6	-10	1.2
2	O=C(Nc1ccc(N2CCCCC2)cc1)c1ccccc1
 : -15	-4	126	-1.3	7	18	1.5	5	-1.1	0	3.4
3	Cc1occc1-c1nnc(-c2cc([N+](=O)[O-])cc([N+](=O)[O-])c2)o1
 : -24	·	·	0.4	·	106*	5.1	·	·	·	-2.3
4	O=C(Nc1nc2ccc(Cl)cc2s1)c1ccc(N2CCCCC2)c([N+](=O)[O-])c1
 : 56	-7	102	-1.6	3	-9	2.4	-5	-0.7	3	3.9
5	CC(=O)C1=C(C)NC(=S)NC1c1cccc([N+](=O)[O-])c1 (stereo unspecified)
 : -9	-4	91	2.9	3	-23	2.0	-30	-0.7	-1	-0.5
6	O=C(Nc1ccc(N2CCCC2)cc1)c1ccc(Br)o1
 : 25	-2	78	-3.0	-34	-13	2.6	8	6.1	-6	-0.3
7	CCCC(=O)Nc1nc(C)c(-c2csc(Nc3ccccc3C)n2)s1
 : -12	4	95	-2.4	13	-22	3.1	-4	-2.3	1	0.9
8	COC(=O)c1ccc(OCC(O)CN(CCO)CC(O)Cn2ccc3ccccc32)cc1 (stereo unspecified)
 : 128	-9	89	-3.9	-12	-4	1.3	5	1.8	-2	5.2
9	Cn1cc(S(=O)(=O)N2CCCC2)cc1C(=O)Nc1cccc(C(F)(F)F)c1
 : 333*	-4	103	-1.3	-4	9	-2.1	-6	0.8	2	-0.6
10	NC(=O)CC(NC(=O)c1ccccc1)c1ccc(N2CCC(N3CCCC3)CC2)c([N+](=O)[O-])c1 (stereo unspecified)
 : -2	-10	96	-2.4	7	7	-0.2	-4	-1.2	-2	2.6
11	O=C(NC(Cc1c[nH]c2ccccc12)C(=O)N1CCOCC1)c1cccs1 (stereo unspecified)
 : -11	4	99	0.5	19	6	4.3	10	-3.9	4	-0.7
12	CCN(CC)C(=O)Cn1cc(S(=O)(=O)CC(=O)Nc2ccc(C(N)=O)cc2)c2ccccc21
 : -9	0	·	1.8	15	-2	-0.6	-12	-2.8	-1	4.0
13	CCSc1nnc(NC(=O)CCN2C(=O)C3CCCCC3C2=O)s1 (stereo unspecified)
 : -11	-14	98	-0.3	11	·	-0.1	-11	-2.6	5	-0.4
14	S=C(NC1CCCCC1)N1CCN(Cc2ccccc2)CC1
 : 9	14	97	-0.8	6	-7	1.6	-20	-1.1	0	-2.4
15	N#Cc1ccc(-c2ccc(F)cc2)nc1Sc1ccc(F)cc1
 : -7	4	·	0.2	0	8	-1.0	16	0.0	0	2.4

Of the compounds above, these contain a furan ring, fused or not.
Each structure is followed by: SUMO Mot1 rescue	PKA-R1A act	Pemphigus Ab inh	E coli growth	OPRM1-OPRD1 inv	PfHsp90 yeast 2	phage Ecoli inh	HTR5A inv ctr	OPRM1-OPRD1 ag	HTR5A ag	AddAB inh
3	Cc1occc1-c1nnc(-c2cc([N+](=O)[O-])cc([N+](=O)[O-])c2)o1
 : -24	·	·	0.4	·	106*	5.1	·	·	·	-2.3
6	O=C(Nc1ccc(N2CCCC2)cc1)c1ccc(Br)o1
 : 25	-2	78	-3.0	-34	-13	2.6	8	6.1	-6	-0.3

Next part:
Each structure is followed by: SUMO Mot1 rescue	PKA-R1A act	Pemphigus Ab inh	E coli growth	OPRM1-OPRD1 inv	PfHsp90 yeast 2	phage Ecoli inh	HTR5A inv ctr	OPRM1-OPRD1 ag	HTR5A ag	AddAB inh
16	COC(=O)COc1cccc2c(=O)n(CC(=O)NCCc3ccccc3)ccc12
 : -11	-2	108	1.5	6	-3	2.7	-1	-1.1	2	1.2
17	Cc1nnc(N(C)C(=O)c2ccncc2)s1
 : ·	-1	100	0.8	0	1	5.0	7	-0.1	3	-1.5
18	Cc1[nH]c2ccccc2c1C(=O)CNc1nccs1
 : 28	7	112	-0.4	3	-6	1.8	25	-0.5	2	-1.5
19	COc1ccc(CN2C(=O)c3ccccc3C2=O)cc1C(=O)Nc1ccc(C)cc1C
 : ·	-1	109	-2.4	15	-8	3.7	-3	-2.7	-1	1.7
20	COc1ccc(CC(NC(C)=O)C(=O)NC2CCN(c3c4c(nc5ncnn35)CCC4)CC2)cc1 (stereo unspecified)
 : -7	-5	101	0.8	9	-5	-0.9	-4	-1.7	1	3.1
21	COc1ccccc1OCc1nnc(SCC(=O)NCc2ccco2)n1Cc1ccco1
 : 3	5	100	-0.5	11	18	2.8	-17	-2.0	7	1.5
22	COc1ccc(S(=O)(=O)N2CCN(C(=O)[C@@H]3CCC(=O)N3C3OC(=O)c4ccccc43)CC2)cc1 (stereo partly specified)
 : ·	-6	·	-0.6	7	18	0.2	-3	-1.2	-3	2.5
23	CC(C)N1CCC(NC(=O)Nc2ccccc2)CC1
 : -8	-9	155	-3.2	1	7	5.2	-9	-0.1	0	0.5
24	CCn1cc(C(=O)NCCC(=O)OC)c(=O)c2cc3c(cc21)OCO3
 : -16	2	96	0.3	3	0	2.5	-3	-0.6	1	-0.2
25	CC(C)(CCc1ccccn1)C(=O)C(CCc1ccccn1)CCc1ccccn1
 : ·	-2	88	·	14	8	1.3	0	-2.7	0	·
26	CN1CCCN(C(=O)c2cc3c(s2)CCCC3)CC1
 : -5	-6	131	-0.6	-7	10	3.6	-11	1.3	3	-2.6
27	O=C(CCl)Nc1sccc1C(=O)c1ccccc1
 : 16	-1	99	-0.2	9	-12	-1.3	-22	-1.7	4	-0.1
28	CS(=O)(=O)N(C(=O)NC(=O)NC1CCS(=O)(=O)C1)C1CCCCC1 (stereo unspecified)
 : 8	-7	82	1.4	-8	-21	3.4	6	1.3	-2	3.9
29	Cc1nc(NC(=O)c2cc(-n3cnnc3)ccc2Cl)ccc1Br
 : 4	3	106	0.3	3	·	1.1	2	-0.7	-2	2.4
30	COc1ccc2nc(C)cc(N3CCN(S(=O)(=O)c4ccccc4F)CC3)c2c1
 : 9	5	101	-0.7	6	·	1.6	9	-1.6	-4	-2.3

Entries listed so far that contain a nitro group on carbon, in the order listed:
Each structure is followed by: SUMO Mot1 rescue	PKA-R1A act	Pemphigus Ab inh	E coli growth	OPRM1-OPRD1 inv	PfHsp90 yeast 2	phage Ecoli inh	HTR5A inv ctr	OPRM1-OPRD1 ag	HTR5A ag	AddAB inh
3	Cc1occc1-c1nnc(-c2cc([N+](=O)[O-])cc([N+](=O)[O-])c2)o1
 : -24	·	·	0.4	·	106*	5.1	·	·	·	-2.3
4	O=C(Nc1nc2ccc(Cl)cc2s1)c1ccc(N2CCCCC2)c([N+](=O)[O-])c1
 : 56	-7	102	-1.6	3	-9	2.4	-5	-0.7	3	3.9
5	CC(=O)C1=C(C)NC(=S)NC1c1cccc([N+](=O)[O-])c1 (stereo unspecified)
 : -9	-4	91	2.9	3	-23	2.0	-30	-0.7	-1	-0.5
10	NC(=O)CC(NC(=O)c1ccccc1)c1ccc(N2CCC(N3CCCC3)CC2)c([N+](=O)[O-])c1 (stereo unspecified)
 : -2	-10	96	-2.4	7	7	-0.2	-4	-1.2	-2	2.6

Further structures.
Each structure is followed by: SUMO Mot1 rescue	PKA-R1A act	Pemphigus Ab inh	E coli growth	OPRM1-OPRD1 inv	PfHsp90 yeast 2	phage Ecoli inh	HTR5A inv ctr	OPRM1-OPRD1 ag	HTR5A ag	AddAB inh
31	CC(=O)c1ccc(N(C(=O)CNC(=O)c2ccco2)C(C(=O)NC2CCCC2)c2ccco2)cc1 (stereo unspecified)
 : 9	0	99	1.4	5	5	0.2	12	-0.8	-1	4.0
32	O=C(CCc1nc(-c2ccc(F)cc2)no1)Nc1cccc(C(=O)NC2CC2)c1
 : -9	1	·	2.4	2	-1	6.9	-1	-0.5	1	-1.7
33	c1cc2c(cc1Nc1nc(-c3ccc4c(c3)OCO4)cs1)OCCO2
 : i	5	·	0.1	-6	·	-1.2	-8	1.0	0	0.6
34	Cc1csc(NC(=O)CSc2nnc(C)c(=O)n2N)n1
 : ·	0	104	-0.4	4	-26	4.1	-4	-0.8	-3	0.8
35	CCN(C(=O)CSc1nnc(COc2ccccc2F)n1N)C1CCS(=O)(=O)C1 (stereo unspecified)
 : 22	-10	105	2.4	-4	-19	2.9	-7	0.8	-2	1.3
36	Cc1ccc(CC2CC(=O)N(c3ccc(C)cc3)C2=O)cc1 (stereo unspecified)
 : -5	-10	103	0.7	-9	-6	1.3	11	1.8	-5	2.3
37	CC(C)(Oc1ccc(Br)cc1)C(=O)N1CCc2ccccc21
 : 22	-14	91	-1.0	-25	2	2.1	-17	4.8	-2	1.6
38	COc1cccc(/C=C2\C=C(c3ccc(C)cc3)OC2=O)c1OC(C)=O
 : -7	-2	101	1.3	19	-6	2.9	3	-3.9	-1	0.2
39	CCN(CC)S(=O)(=O)c1ccc(/C=C/C(=O)OCC(=O)NCc2cccs2)cc1
 : -6	-7	99	0.2	12	24	1.6	7	-3.0	-3	0.8
40	COc1ccc(/C=C(/NC(=O)c2ccccc2)C(=O)NCc2ccncc2)cc1
 : -11	8	101	-0.1	0	8	2.0	-10	-0.1	1	2.9
41	CC1Cc2ccccc2N1C(=O)COC(=O)c1ccccc1NCCO (stereo unspecified)
 : 1	-3	103	0.5	-8	-4	1.5	-11	1.1	4	-0.2
42	CCCCNC(=S)N(C)/N=C/c1ccccc1F
 : -5	5	104	-1.2	-23	-50	4.6	-3	4.3	4	0.7

Compound activity as filed in PubChem BioAssay.
